RAD54 branch: inhibitors of human RAD54 branch migration, primary screen, biochemical, fluorescence, single point; RAD54 Holliday junction branch migration, FAM/BHQ fluorescence; inhibition, % at 10.4 µM; actives 0.14% (n = 360,000);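 active = mean normalized replicate activity at least 40 and at least half of replicates scoring 40 or more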;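 note: 0% = median of neutral control wells and 100% = median of positive control wells; inhibitors cause a drop in the FAM fluorescence signal; in these data hits start at about 50%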
S100A4 MyoIIA: inhibitors of S100A4-myosin IIA peptide binding, primary screen, biochemical, fluorescence polarization, TAMRA-MyoIIA peptide; Protein S100-A4 (Homo sapiens), P26447; inhibition, % at 10.7 µM; actives 0.14% (n = 360,000);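 active = mean inhibition of at least 70% across replicates, with every replicate also reaching that level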
Target sequence (P26447 whole entry, looked up): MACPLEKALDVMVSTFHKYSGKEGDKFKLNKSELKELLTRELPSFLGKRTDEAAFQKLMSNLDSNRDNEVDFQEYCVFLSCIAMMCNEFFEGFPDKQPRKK
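Material: S100A4 monomer protein | Medium: HEPES pH 7.2 with CaCl2, KCl, NaCl, DTT, Triton | Reagent: Labelled myosin peptide probe, 5 nM | Doses: One dose per compound | Times: 5 min incubation before reading | Benchmarks: Neutral control DMSO, positive control TFP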
RAD52 anneal inh: RAD52 DNA annealing inhibitors, primary screen, biochemical, FRET, single point, set 2; DNA repair protein RAD52 homolog (Homo sapiens), P43351; recombinant RAD52 DNA annealing, FRET fluorescence; inhibition, % at 18.7 µM; actives 0.46% (n = 360,000); AID 651710, 2012;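 active = every replicate showing at least 50% inhibition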
esBAF inh: Bmi1 luciferase reporter increase in mESCs, primary screen, esBAF inhibitor project, mouse ES cells, Bmi1 luciferase knock-in, single point; actives 2% (n = 350,000); 24 h; 100% = twice the neutral-well signal; reporter increase, % at 12.5 µM; in the data active = activation above about 40%;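 note: 0% = median of the plate's neutral control wells and 100% = double that signal; a rise in the Bmi1 reporter signal indicates esBAF inhibition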
ERAP1 inh: human ERAP1 aminopeptidase inhibitors, primary screen, biochemical, single point, plate reader; recombinant ERAP1, Leu-AMC fluorescence, 60 min; inhibition, % at 10.7 µM; actives 0.15% (n = 340,000); Endoplasmic reticulum aminopeptidase 1 (Homo sapiens), Q9NZ08; AID 652197, 2013;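 active = mean replicate inhibition of at least 30%, or all replicates individually reaching that 30% level; inactive = mean below 30% and not every replicate reaching it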;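 note: 0% = neutral control wells and 100% = L-leucinethiol positive control wells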
Target sequence (Q9NZ08 whole entry, looked up): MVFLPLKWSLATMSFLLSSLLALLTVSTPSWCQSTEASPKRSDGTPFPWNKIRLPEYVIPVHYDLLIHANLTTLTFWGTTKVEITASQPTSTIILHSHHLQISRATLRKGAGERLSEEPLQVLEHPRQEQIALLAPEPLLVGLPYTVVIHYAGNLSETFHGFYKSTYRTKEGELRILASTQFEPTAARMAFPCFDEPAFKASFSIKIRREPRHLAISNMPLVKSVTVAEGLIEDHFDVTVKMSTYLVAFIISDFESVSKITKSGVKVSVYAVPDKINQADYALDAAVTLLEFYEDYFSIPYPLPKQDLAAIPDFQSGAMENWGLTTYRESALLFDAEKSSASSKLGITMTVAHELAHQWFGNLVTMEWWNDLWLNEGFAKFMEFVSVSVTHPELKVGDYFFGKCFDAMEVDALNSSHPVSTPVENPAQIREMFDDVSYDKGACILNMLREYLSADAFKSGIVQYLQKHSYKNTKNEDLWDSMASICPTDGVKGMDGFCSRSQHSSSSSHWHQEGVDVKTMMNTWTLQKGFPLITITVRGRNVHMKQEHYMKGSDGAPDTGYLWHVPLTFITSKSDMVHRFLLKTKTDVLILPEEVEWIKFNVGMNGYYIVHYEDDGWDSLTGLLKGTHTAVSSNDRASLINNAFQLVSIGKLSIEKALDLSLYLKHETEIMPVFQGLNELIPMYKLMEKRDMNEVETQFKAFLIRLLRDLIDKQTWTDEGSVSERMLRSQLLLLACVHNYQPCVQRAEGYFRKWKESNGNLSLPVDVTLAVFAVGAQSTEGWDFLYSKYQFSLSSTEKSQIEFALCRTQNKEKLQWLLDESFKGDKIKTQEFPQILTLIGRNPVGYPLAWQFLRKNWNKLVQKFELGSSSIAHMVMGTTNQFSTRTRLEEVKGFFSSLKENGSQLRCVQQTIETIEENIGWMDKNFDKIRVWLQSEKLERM
E-selectin induc: E-selectin induction in HUVECs, primary screen, imaging, HUVEC, immunofluorescence imaging, single point; P16581; normalized: neutral wells 0, TNF-alpha wells 100; activation, % at 7.58 µM; actives 0.37% (n = 260,000);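 active = mean E-selectin-positive cell signal at least 10% of the positive control, reached in at least 60% of replicates, without over 20% cell loss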;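 note: in these data hits start at about 27%; measured in HUVEC primary endothelial cells; signal is the percent of cells scored E-selectin positive by PE staining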
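System: HUVEC / Compound: single concentration / Signal: immunofluorescence imaging / Read-out: percent E-selectin-positive cells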
ERp5 inh: inhibitors of ERp5-driven insulin aggregation, primary screen, biochemical, turbidity, absorbance 650 nm, single point | Protein disulfide-isomerase A6 (Homo sapiens), Q15084 | 90 min | inhibition, % at 9.99 µM | actives 0.05% (n = 350,000);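 active = mean replicate inhibition above about 25%, with every replicate also reaching it, limit read from the data, passing the limit was not always enough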
Xi reactivation: activators of inactive X chromosome reactivation, primary screen, imaging, XiGFP fibroblasts, GFP high-content imaging, set 2 | XiGFP mouse fibroblasts, % GFP-positive cells imaging, 3 d; cells co-treated with 5-aza-dC sensitizer; scaled so ellipticine positive control = 100% | activation, % at 7.58 µM | actives 0.055% (n = 360,000);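 active = mean normalized replicate activation at least 10% and every replicate at or above 10%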;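 note: 0% = median of on-plate neutral control wells and 100% = ellipticine 6 µM median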
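Schedule: 3 d treatment, 15 min room-temperature fixation; system: 68-5-11 XiGFP fibroblast line; buffer or medium: DMEM plus 5-aza-dC sensitizer; control set: ellipticine 6 µM positive control; compound: one concentration, pinned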
Numbers without * were called inactive; i = inactive; x = no result given. Hits appear at their usual frequency; overall some 2.5% were active at least once.

Each structure is followed by: Xi reactivation	RAD54 branch	E-selectin induc	S100A4 MyoIIA	esBAF inh	ERp5 inh	ERAP1 inh	RAD52 anneal inh
Cc1cc(F)ccc1C(O)c1ncc(-c2ccc3ccccc3c2)[nH]1 (centres undefined)
 : 0.0	2	0.2	-2	11	6	6	-21
COc1ccccc1C#Cc1ccc([C@H]2[C@@H](C#N)N(C(=O)C3CC3)[C@@H]2CO)cc1
 : -0.1	2	-0.4	8	3	-2	1	-4
Nc1ccc2c(Cl)cc(Cl)cc2c1
 : 0.0	1	0.1	2	6	-4	-2	-4
COc1ccc(CCNC(=O)COc2cc(C)cc3oc(=O)c(C)c(C)c23)cc1OC
 : x	-2	x	-3	-2	1	-19	-1
Cc1ccc(-c2nn(CCC(=O)O)cc2/C=C\C(=O)c2ccc(Br)cc2)cc1
 : 0.0	x	x	-3	x	1	4	-14
C[C@H]1CN([C@@H](C)CO)C(=O)c2cc(NC(=O)CCN3CCOCC3)ccc2O[C@@H]1CN(C)Cc1ccc(C(=O)O)cc1
 : -0.4	2	x	-10	-9	1	6	4
COc1ccccc1CNC(=O)N1CCN(c2ccccc2C)CC1
 : 0.3	-3	-0.1	-2	8	-3	2	-14
CC(CNC(=O)Cn1cnc2c(NCc3ccccc3)ncnc21)c1ccccc1 (centres undefined)
 : -0.2	-3	0.0	4	-5	3	-4	-10
CO[C@H](CN(C)S(=O)(=O)c1ccc(C)cc1)[C@H](C)CN([C@@H](C)CO)S(=O)(=O)c1cccc(Cl)c1
 : 0.0	-3	0.5	2	-2	3	0	2
CC(C)(C)[S@](=O)N1Cc2cc(C(=O)NCCc3ccncc3)nc(-c3cccc(-c4ccc(C#N)cc4)c3)c2[C@@H]1CCO
 : 0.2	-3	-0.1	-18	0	1	0	23
C[C@@H]1CN([C@H](C)CO)C(=O)c2cccc(NC(=O)Nc3ccc(C(F)(F)F)cc3)c2O[C@@H]1CN(C)Cc1ccc2c(c1)OCO2
 : -0.3	2	0.5	x	-1	x	x	x
Nc1nn(S(=O)(=O)c2ccccc2)cc1-c1ccc([N+](=O)[O-])cc1
 : 0.2	-7	x	-5	x	0	10	-1
Cc1cccn2c(=O)nc(SCC(=O)NCc3ccccc3)nc12
 : 0.3	x	x	2	x	-3	0	-10
CC(NC(=O)c1noc2c1CCCCC2)c1ccccc1 (centres undefined)
 : 0.5	-10	0.2	3	45*	-4	3	-20
O=C(NCc1ccc(Cl)cc1)C1CCC(=O)N(C2CCCCCC2)C1 (centres undefined)
 : -0.1	9	-0.9	2	-2	0	1	-8
CCOCCCNC(=O)/C(C#N)=C/c1ccc(C)o1
 : -0.1	x	1.4	-6	x	-2	-2	-32
NS(=O)(=O)c1ccc(CCNC(=S)NC2CCCCC2)cc1
 : -0.2	x	0.1	-2	x	1	x	-5
CCNC(=O)Nc1nc2ccccc2s1
 : 0.0	x	1.6	-4	x	6	1	1
Cc1ccc(C(=O)Nc2nc(-c3ccc4c(c3)OCCO4)cs2)o1
 : 0.0	-1	-0.1	-6	20	3	7	-63
C[C@@H]1CN([C@@H](C)CO)C(=O)c2cccc(NS(=O)(=O)c3ccccc3)c2O[C@@H]1CN(C)C(=O)Nc1ccc2c(c1)OCO2
 : -0.9	0	-0.1	5	20	-3	1	8
O=C(O)c1ccc(N2C(=O)CSC2=S)cc1
 : 0.1	x	x	-27	x	1	x	i
O=C1N(c2ccccc2)C(c2ccccc2)N2CCCN12 (centres undefined)
 : 0.0	x	0.2	-5	x	0	2	-4
CC(C)CC#Cc1ccc2c(c1)O[C@H](CN(C)C(=O)c1ccccc1F)[C@@H](C)CN([C@@H](C)CO)S2(=O)=O
 : -0.8	-3	0.0	9	-5	2	4	-8
O=C(NCCCN1CCOCC1)[C@@H]1[C@@H](CO)[C@@H]2Cn3c(cccc3=O)[C@H]1N2C(=O)NC1CCCC1
 : 0.2	-4	0.1	-9	1	1	-3	10
COc1ccc(NC(=O)CN2CCN(CC(=O)Nc3ccc(F)cc3)CC2)cc1Cl
 : 0.2	-6	x	12	3	-1	-8	13
CC(OC(=O)C1=COCCO1)C(=O)NC(C)c1ccc(Cl)cc1Cl (centres undefined)
 : 0.2	0	-1.7	2	5	-5	3	-2
COc1ccccc1C(=O)NCC(=O)OCc1nnc(-c2ccccc2)o1
 : 0.2	1	-0.2	-2	18	7	-2	14
CCCCC(=O)NC1=NC(=O)C(C)(C)S1
 : x	4	x	1	3	-1	1	-8
Cc1ccc(NC(=O)COc2ccc(Br)cc2C)cc1
 : -0.1	-11	-1.1	-8	x	-3	0	-13
COc1cccc(Cn2cc(/C=N/NC(=O)c3cc(O)cc(O)c3)c3ccccc32)c1
 : 0.2	10	x	-12	x	-1	2	-117

One compound at a time, from the list above. Order of screens: Xi reactivation | RAD54 branch | E-selectin induc | S100A4 MyoIIA | esBAF inh | ERp5 inh | ERAP1 inh | RAD52 anneal inh
O=C(NCCCN1CCOCC1)[C@@H]1[C@@H](CO)[C@@H]2Cn3c(cccc3=O)[C@H]1N2C(=O)NC1CCCC1 as listed: 0.2 | -4 | 0.1 | -9 | 1 | 1 | -3 | 10
COc1ccccc1C(=O)NCC(=O)OCc1nnc(-c2ccccc2)o1 as listed: 0.2 | 1 | -0.2 | -2 | 18 | 7 | -2 | 14
Cc1cccn2c(=O)nc(SCC(=O)NCc3ccccc3)nc12 as listed: 0.3 | x | x | 2 | x | -3 | 0 | -10

Continuation.
Each structure is followed by: Xi reactivation	RAD54 branch	E-selectin induc	S100A4 MyoIIA	esBAF inh	ERp5 inh	ERAP1 inh	RAD52 anneal inh
COCCN1C(=O)N[C@@H](c2ccccc2)C(C(C)=O)=C1C
 : 0.1	x	0.2	2	x	11	0	-9
COc1ccc(NC(=O)CN2C(=O)CSc3ccc(S(=O)(=O)N4CCCC4)cc32)cc1OC
 : 0.0	-17	x	0	4	3	0	2
COc1ccc(NC(=O)C2CCN(C(=O)C3CC(=O)N(c4ccc(C)cc4)C3)CC2)cc1 (centres undefined)
 : 0.2	-1	-0.2	4	0	3	-3	-1
CC1(C)CC2CC(C)(CN2C(=O)NC(=O)c2ccccc2)C1 (centres undefined)
 : 0.2	-6	x	11	x	-2	-2	-10
CCOC(=O)c1c(-c2ccc(OC)cc2)oc2c1C(OC(C)=O)CCC2 (centres undefined)
 : -0.3	x	0.2	-2	x	1	-2	4
COc1ccc2c3c(n(C)c2c1)[C@H](CO)N(C)CC31CCN(C(=O)Nc2cccc(F)c2)CC1
 : 0.1	x	-0.5	2	x	3	3	11
C[C@@H]1CN([C@@H](C)CO)C(=O)Cc2cc(NC(=O)CCN3CCOCC3)ccc2O[C@@H]1CN(C)C
 : -1.0	-15	x	128*	1	-2	2	12
Cc1ccc2nc(-c3ccc(F)cc3)nc(SCC(=O)NCC3CCCO3)c2c1 (centres undefined)
 : -0.1	-7	x	0	4	1	-4	-3
COC(=O)/C=C1/C(=O)N/C(=N\c2nc(C)cc(C)n2)N1c1ccc(OC)cc1
 : 0.1	-4	x	-2	x	0	-5	8
CN1CCN(CCCNC(=O)c2nnc(Cc3c(F)cccc3Cl)o2)CC1
 : x	12	x	0	-7	6	-2	-7
COC1=CC(=O)C=C(OC)C1(O)CC(C)=O
 : x	2	x	-3	2	1	5	-14
O=C(NCc1ccco1)C1(S(=O)(=O)c2ccccc2)CC=CC1
 : 0.6	-4	-0.2	-12	-1	-2	-2	-23
COc1cccc(CNC(=O)[C@H]2CCCN2C(=O)[C@H]2CCCN2C(=O)c2cc(F)cc(F)c2)c1
 : 0.0	x	0.2	0	x	1	0	-1
CN1CCN(NC(=O)Nc2ccc([N+](=O)[O-])cc2)CC1
 : 0.3	0	-0.1	0	x	-6	-4	-16
O=C(Nc1ccc(S(=O)(=O)NCc2ccco2)cc1)C1CCCCC1
 : 0.2	x	x	-6	x	1	1	-9
CC(C)c1ccc[n+](-c2nc([O-])sc2C=O)c1
 : 0.0	-8	x	-5	x	1	x	-23
Cc1ccc(OCC(=O)N(Cc2cccs2)C2CCS(=O)(=O)C2)cc1 (centres undefined)
 : -0.1	-23	0.1	-3	-6	1	-2	-5
COc1ccc(CNc2ccc3c(c2)nc(C)n3C)cc1OC
 : 0.0	-4	x	1	30	2	1	18
O=[N+]([O-])c1ccc(N(CC2CO2)S(=O)(=O)c2ccccc2)cc1 (centres undefined)
 : 0.0	-2	-0.2	0	-2	1	3	-12
C[C@H](CO)N1C[C@H](C)[C@H](CN(C)C(=O)Nc2cc(F)ccc2F)Oc2cc(-c3cccc(C#N)c3)ccc2S1(=O)=O
 : 0.1	5	0.4	2	-1	0	1	-6
NS(=O)(=O)c1cc(C(=O)OCC(=O)NNC(=O)c2ccccc2)ccc1Cl
 : -0.1	x	x	-2	x	0	-1	7
O=C(NNS(=O)(=O)c1ccccc1[N+](=O)[O-])c1ccccc1[N+](=O)[O-]
 : 0.0	-6	x	1	x	0	1	-17
CC(=O)N[C@@H]1C=C[C@H](CC(=O)NCc2ccc(Cl)cc2)O[C@H]1CO
 : 0.0	-1	-0.3	-3	2	-3	1	2
CN(C)CC(=O)N1[C@H](C#N)[C@@H](c2ccccc2-c2ccccc2F)[C@H]1CO
 : 0.2	x	0.0	3	x	-2	0	13
O=C(Cc1cccs1)Nc1ccccc1
 : 0.0	4	x	-1	35	-1	0	11
O=C(Nc1cccc(C(F)(F)F)c1)c1ccc2sc([C@@H]3O[C@H](CO)[C@H](O)[C@H](O)[C@H]3O)nc2c1
 : -0.2	-10	x	-2	1	-4	-1	-7
CC(=O)c1ccc(C(=O)Nc2sc3c(c2C(N)=O)CCN(Cc2ccccc2)C3)cc1
 : 39*	-18	5.6	-6	4	3	8	-107
COc1cc(/C=C/C(=O)NCc2ccccn2)cc(OC)c1OC
 : 0.2	-9	-0.1	-3	-5	-2	-2	-1
Cc1cccc(OCC(=O)N2CCc3ccccc3C2)c1
 : 0.1	4	0.3	-1	19	1	2	-2
CCC(=O)N1CC[C@H]2[C@H](CO)Nc3ccc(-c4ccccc4)cc3[C@H]21
 : 0.3	4	-0.5	0	-7	5	-1	-12

High-throughput results (PubChem BioAssay)
